# C diff HTS: blocks growth of Clostridium difficile; Clostridium difficile clinical isolate growth, OD600, 24 h; hits give low values; growth activity, negative = inhibition, % at 16 µg/mL (by protocol); actives 0.25% (n = 86,000);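 active = mean growth activity at or below -80% and every replicate also at or below -80%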;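 note: 0% = DMSO wells and -100% = levofloxacin 16 µg/mL wells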
# Pf Dd2 inh: blocks growth of Plasmodium falciparum Dd2 parasites; P. falciparum Dd2 growth, SYBR Green, 72 h; hits give low values; activity change, % at 10 µM; actives 2.3% (n = 94,000); AID 1159554; in the data active = activity change below about -80%
# GASC1 inh: KDM4C (human) demethylase inhibition; actives 0.15% (n = 96,000); GST-KDM4C 2-372, H3K9me3 peptide, LANCE TR-FRET; inhibition, % at 12.5 µM;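 active = mean replicate inhibition above about 25%, with at least 55% of replicates also reaching it, limit read from the data, passing the limit was not always enough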
# Target sequence (Q9H3R0 2-372 limits assumed): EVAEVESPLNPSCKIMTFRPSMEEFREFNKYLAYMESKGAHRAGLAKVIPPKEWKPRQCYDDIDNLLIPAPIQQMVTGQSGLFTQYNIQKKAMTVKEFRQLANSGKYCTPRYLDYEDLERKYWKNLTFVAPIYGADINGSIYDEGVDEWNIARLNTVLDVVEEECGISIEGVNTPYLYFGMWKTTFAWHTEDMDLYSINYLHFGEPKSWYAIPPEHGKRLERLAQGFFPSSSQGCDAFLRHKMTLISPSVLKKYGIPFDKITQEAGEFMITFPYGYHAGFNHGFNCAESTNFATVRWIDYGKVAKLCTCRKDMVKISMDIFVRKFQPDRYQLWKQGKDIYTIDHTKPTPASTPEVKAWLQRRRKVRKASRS
#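 Compound: one test concentration per compound; Material: GST-GASC-1 enzyme fragment 2-372; Amount: GASC-1 enzyme at 10 nM final in reaction; Also added: H3K9me3 peptide substrate, Fe(II), 2-oxoglutarate; Technique: LANCE TR-FRET; Times: 30 min demethylation and 1 h detection at room temperature.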
# Active calls of the source: *; x = no result given. These rows are one share of the data; count on the stated rates, not on these rows.
# Each structure is followed by: Pf Dd2 inh	GASC1 inh	C diff HTS
CO[C@H]1CN(C)C(=O)c2cc(NC(=O)NC3CCCC3)ccc2OC[C@H](C)NC[C@@H]1C
 : x	-0.2	x
C[C@H](CO)N1C[C@H](C)[C@H](CN(C)Cc2ccc3c(c2)OCO3)Oc2ncc(-c3cc4ccccc4o3)cc2C1=O
 : x	-0.2	x
CO[C@@H]1CN(C)C(=O)c2ccc(NC(=O)C3CCOCC3)cc2OC[C@@H](C)N(CC2CC2)C[C@@H]1C
 : x	0.1	x
CNC[C@@H]1Oc2ccc(NC(=O)Cc3cn(C)c4ccccc34)cc2C(=O)N([C@@H](C)CO)C[C@@H]1C
 : x	-1.5	x
CO[C@@H]1CN(C)C(=O)c2ccc(NS(C)(=O)=O)cc2OC[C@H](C)N(CC2CC2)C[C@@H]1C
 : x	2.1	x
CCC(=O)Nc1ccc2c(c1)C(=O)N(C)C[C@H](OC)[C@@H](C)CN(CC1CC1)[C@H](C)CO2
 : x	-0.2	x
CCS(=O)(=O)Nc1ccc2c(c1)C(=O)N(C)C[C@H](OC)[C@@H](C)CN(C(=O)C1CC1)[C@@H](C)CO2
 : x	-0.1	x
C[C@H](CO)N1C[C@H](C)[C@H](CN(C)Cc2ccc(C(=O)Nc3ccccc3N)cc2)Oc2ccc(NC(=O)Nc3ccccc3)cc2CC1=O
 : x	-1.6	x
CO[C@@H]1CN(C)C(=O)c2ccc(NC(C)=O)cc2OC[C@@H](C)N(CC2CCCCC2)C[C@@H]1C
 : x	1.9	x
C[C@H](CO)N1C[C@H](C)[C@@H](CN(C)S(=O)(=O)c2cccs2)Oc2ccc(NC(=O)Nc3ccccc3)cc2C1=O
 : x	-2.2	x
C[C@H](CO)N1C[C@H](C)[C@H](CN(C)Cc2ccc(Oc3ccccc3)cc2)Oc2ccc(NC(=O)Nc3cccc4ccccc34)cc2CC1=O
 : x	-0.4	x
CO[C@@H]1CN(C)C(=O)c2cc(NC(=O)C3CC3)ccc2OC[C@@H](C)N(C(C)=O)C[C@@H]1C
 : x	3.0	x
CNC[C@H]1Oc2ccc(NS(=O)(=O)c3c(C)noc3C)cc2CC(=O)N([C@H](C)CO)C[C@H]1C
 : x	-1.1	x
CO[C@H]1CN(C)C(=O)c2cc(NC(=O)C3CC3)ccc2OC[C@H](C)N(C(=O)c2ccccc2)C[C@@H]1C
 : x	1.6	x
CCC(=O)Nc1ccc2c(c1)C(=O)N(C)C[C@H](OC)[C@H](C)CN(C(=O)C1CC1)[C@@H](C)CO2
 : x	-0.1	x
CCCNC(=O)Nc1ccc2c(c1)OC[C@H](C)N(C(=O)C1CC1)C[C@@H](C)[C@@H](OC)CN(C)C2=O
 : x	-0.6	x
C[C@H]1CN([C@@H](C)CO)C(=O)Cc2cc(NC(=O)Nc3ccccc3)ccc2O[C@@H]1CN(C)Cc1ccc(C(=O)Nc2ccccc2N)cc1
 : x	0.4	x
COCC(=O)Nc1ccc2c(c1)OC[C@H](C)N(CC1CCCCC1)C[C@@H](C)[C@H](OC)CN(C)C2=O
 : x	1.5	x
C[C@H](CO)N1C[C@H](C)[C@H](CN(C)CC2CCCCC2)Oc2c(NC(=O)CCCCCC(=O)Nc3ccccc3N)cccc2C1=O
 : x	4.6	x
CO[C@H]1CN(C)C(=O)c2cc(NS(C)(=O)=O)ccc2OC[C@@H](C)N(C(=O)C2CC2)C[C@H]1C
 : x	-0.6	x
CO[C@@H]1CN(C)C(=O)c2ccc(NC(=O)C3CC3)cc2OC[C@H](C)N(CC2CCCC2)C[C@H]1C
 : x	-0.8	x
CO[C@@H]1CN(C)C(=O)c2cc(NC(=O)C3CCCC3)ccc2OC[C@@H](C)N(CC2CC2)C[C@@H]1C
 : x	-0.3	x
C[C@H]1CN([C@@H](C)CO)C(=O)c2cccc(NC(=O)Nc3ccc(C(F)(F)F)cc3)c2O[C@@H]1CN(C)S(=O)(=O)c1ccccc1
 : x	-3.4	x
COCC(=O)N1CCC2(CC1)CN(Cc1cccc(OC)c1)[C@H](CO)c1c2c2ccc(OC)cc2n1C
 : 39	x	x
COc1ccc(CN2CC3(CCN(C(=O)Nc4cccc(F)c4)CC3)c3c([nH]c4cc(OC)ccc34)[C@@H]2CO)cc1
 : 27	x	x
COc1ccc2c3c(n(C)c2c1)[C@@H](CO)N(C(=O)Nc1ccccc1F)CC31CN(C)C1
 : 22	x	x
COc1ccc2c3c(n(C)c2c1)[C@@H](CO)N(CC1CC1)CC31CCN(Cc2nccs2)CC1
 : -2	x	x
COc1ccc(CN2CC3(CCN(S(=O)(=O)c4ccc(C)cc4)CC3)c3c([nH]c4cc(OC)ccc34)[C@@H]2CO)cc1
 : 17	x	x
C/C=C/c1cccc(-c2nc(C(=O)NCCN3CCCC3)cc3c2[C@@H](CCO)N([S@](=O)C(C)(C)C)C3)c1
 : -5	x	x
COc1ccc2c3c(n(C)c2c1)[C@H](CO)N(C(C)=O)CC31CCN(Cc2cncnc2)CC1
 : 44	x	x
COc1ccc2c3c(n(C)c2c1)[C@@H](CO)N(Cc1ccncc1)CC31CCN(C(=O)C2CC2)CC1
 : 19	x	x
COc1ccc2c3c(n(C)c2c1)[C@H](CO)NCC31CN(Cc2ccc(Cl)cc2)C1
 : -9	x	x
COc1ccc2c3c(n(C)c2c1)[C@H](CO)NCC31CN(S(=O)(=O)c2cccc(C)c2)C1
 : 22	x	x
CCC(=O)N1CC2(C1)CN(C(=O)CN1CCOCC1)[C@@H](CO)c1[nH]c3cc(OC)ccc3c12
 : 19	x	x
CCS(=O)(=O)N1CC2(CN(Cc3cccnc3)[C@H](CO)c3c2c2ccc(OC)cc2n3C)C1
 : 18	x	x
CCCNC(=O)N1CCC2(CC1)CN(C(C)=O)[C@@H](CO)c1[nH]c3cc(OC)ccc3c12
 : -47	x	x
COc1ccc2c3c(n(C)c2c1)[C@@H](CO)N(C(=O)c1cnccn1)CC31CN(C(=O)c2ccncc2)C1
 : 26	x	x
COc1ccc2c3c(n(C)c2c1)[C@@H](CO)N(Cc1ccccc1F)CC31CCN(C(C)=O)CC1
 : 75	x	x
O=C(NC1CCCC1)N1CC(=O)N2[C@H](CO)[C@H](c3ccc(-c4ccccc4)cc3)[C@@H]2C1
 : 8	x	x
COc1ccc2c3c([nH]c2c1)[C@H](CO)N(C(=O)Nc1ccc(F)cc1)CC31CN(S(=O)(=O)c2cccs2)C1
 : 8	x	x
COc1ccc2c3c(n(C)c2c1)[C@H](CO)N(Cc1ccccc1)CC31CCN(C)CC1
 : 41	x	x
CCC(=O)N1CCC2(CC1)CN(CC1CCCCC1)[C@H](CO)c1c2c2ccc(OC)cc2n1C
 : 42	x	x
CCCNC(=O)N1CC2(CCN(C(=O)COC)CC2)c2c(n(C)c3cc(OC)ccc23)[C@H]1CO
 : 31	x	x
COc1ccc2c3c(n(C)c2c1)[C@@H](CO)N(CC1CC1)CC31CCN(C(=O)c2cccnc2)CC1
 : 46	x	x
COc1ccc2c3c(n(C)c2c1)[C@@H](CO)NCC31CN(S(=O)(=O)c2cccc(F)c2)C1
 : 16	x	x
O=S(=O)(NC[C@@H]1CC[C@@H]2[C@@H](CN2CC(c2ccccc2)c2ccccc2)O1)c1ccccc1F
 : -5	x	x
COc1ccc2c3c(n(C)c2c1)[C@H](CO)N(C(=O)c1ccc(F)cc1)CC31CCN(CC2CC2)CC1
 : 14	x	x
CCC(=O)N[C@@H]1C=C[C@@H](CC(=O)NCC2CC2)O[C@H]1CO
 : 29	x	x
CO[C@H]1CN(C)C(=O)c2ccc(NC(=O)CC(F)(F)F)cc2OC[C@@H](C)N(CC2CC2)C[C@@H]1C
 : 19	x	x
COc1ccc2c3c(n(C)c2c1)[C@H](CO)N(C(=O)C1CCOCC1)CC31CN(Cc2cccc(F)c2)C1
 : 10	x	x
COc1ccc2c3c(n(C)c2c1)[C@H](CO)N(CC1CC1)CC31CCN(C(=O)CC2CC2)CC1
 : 44	x	x
COc1ccc2c3c(n(C)c2c1)[C@@H](CO)N(C(C)=O)CC31CN(C(=O)NC(C)C)C1
 : -22	x	x
COc1ccc2c3c(n(C)c2c1)[C@H](CO)N(C(=O)CC1CC1)CC31CN(C(=O)C2CC2)C1
 : 8	x	x
CCC(=O)N1CC2(CN(S(C)(=O)=O)C2)c2c(n(C)c3cc(OC)ccc23)[C@H]1CO
 : 73	x	x
COc1ccc2c3c(n(C)c2c1)[C@@H](CO)N(C(=O)CN1CCOCC1)CC31CCN(C)CC1
 : 8	x	x
CCCNC(=O)N1CC2(C1)CN(C(=O)CCC)[C@H](CO)c1[nH]c3cc(OC)ccc3c12
 : 31	x	x
COc1ccc2c3c([nH]c2c1)[C@H](CO)N(Cc1cc(F)ccc1F)CC31CCN(C)CC1
 : 26	x	x
COc1ccc(COC[C@]23Oc4ccccc4[C@H]([C@H]2COC(=O)c2ccc([N+](=O)[O-])cc2)N(C(=O)CC(C)=O)C(=O)N3C)cc1
 : x	x	-8
CN1CCN(C(=O)C2=C[C@H](C3CCCCC3)C[C@H](OCc3ccc(CO)cc3)O2)CC1
 : x	x	-2
CC(C)N1C(=O)[C@@]2(Cc3ccccc31)c1ccccc1C(=O)N(Cc1ccccc1Cl)[C@H]2c1ccc(CO)cc1
 : x	x	-1

# Three of the compounds above, field by field.
COc1ccc2c3c(n(C)c2c1)[C@H](CO)N(Cc1ccccc1)CC31CCN(C)CC1
  Pf Dd2 inh: 41	GASC1 inh: x	C diff HTS: x
CCC(=O)N1CCC2(CC1)CN(CC1CCCCC1)[C@H](CO)c1c2c2ccc(OC)cc2n1C
  Pf Dd2 inh: 42	GASC1 inh: x	C diff HTS: x
CCCNC(=O)N1CC2(CCN(C(=O)COC)CC2)c2c(n(C)c3cc(OC)ccc23)[C@H]1CO
  Pf Dd2 inh: 31	GASC1 inh: x	C diff HTS: x

# The main list resumes; the 3 compounds before the break are reprinted first.
# Each structure is followed by: Pf Dd2 inh	GASC1 inh	C diff HTS
COc1ccc(COC[C@]23Oc4ccccc4[C@H]([C@H]2COC(=O)c2ccc([N+](=O)[O-])cc2)N(C(=O)CC(C)=O)C(=O)N3C)cc1
 : x	x	-8
CN1CCN(C(=O)C2=C[C@H](C3CCCCC3)C[C@H](OCc3ccc(CO)cc3)O2)CC1
 : x	x	-2
CC(C)N1C(=O)[C@@]2(Cc3ccccc31)c1ccccc1C(=O)N(Cc1ccccc1Cl)[C@H]2c1ccc(CO)cc1
 : x	x	-1
C#CCNC(=O)C1=C[C@H](c2ccc(Br)cc2)C[C@H](OCCCCO)O1
 : x	x	7
NC(=O)C1=C[C@H](c2ccc(Br)cc2)C[C@H](OCc2ccc(CO)cc2)O1
 : x	x	7
CCOC(=O)c1cn(C[C@H](Cc2ccccc2)NC(=O)N[C@H](CO)CCc2oc(C(C)=O)c(C(=O)OC)c2C(=O)OC)nn1
 : x	x	-6
O=C(NCc1ccccc1)[C@@]1(CCS(=O)(=O)c2ccccc2)COC(c2ccc(OCCCO)cc2)=N1
 : x	x	13
COc1ccc([Si](C)(C)[C@H]2[C@H](CCn3cc(CCO)nn3)O[C@@]3(C(=O)N(Cc4cccc(N5CCC5=O)c4)c4ccccc43)[C@@H]2C)cc1
 : x	x	-11
Cc1c(NC(=O)/C(C#N)=C/c2ccc3ccccc3c2)c(=O)n(-c2ccccc2)n1C
 : x	x	-4
COc1ccc([Si](C)(C)[C@H]2[C@H](CCn3cc(CCO)nn3)O[C@@]3(C(=O)N(Cc4cccc(N5CCOC5=O)c4)c4ccccc43)[C@@H]2C)cc1
 : x	x	-11
COC(=O)c1cn(CC(=O)N2CCOCC2)nn1
 : x	x	-9
O=C1NCC(=O)N2[C@@H]1C[C@@H](C(=O)NCc1ccc(F)cc1)[C@H]2c1ccc(O)cc1
 : x	x	-9
C=CC[C@]1(C(=O)NCc2ccccc2)COC(c2ccc(OCCCO)cc2)=N1
 : x	x	12
O=C(NCc1ccccc1)c1ccc(Br)cc1[N+](=O)[O-]
 : x	x	5
CCO[C@@H]1OC(C(=O)N2CCCCCCC2)=C[C@H](C2CC2)[C@H]1CCCO
 : x	x	2

# Given bar-delimited: entries from further up.
smiles | Pf Dd2 inh | GASC1 inh | C diff HTS
CNC[C@H]1Oc2ccc(NS(=O)(=O)c3c(C)noc3C)cc2CC(=O)N([C@H](C)CO)C[C@H]1C | x | -1.1 | x
C[C@H](CO)N1C[C@H](C)[C@H](CN(C)CC2CCCCC2)Oc2c(NC(=O)CCCCCC(=O)Nc3ccccc3N)cccc2C1=O | x | 4.6 | x
CCCNC(=O)N1CC2(C1)CN(C(=O)CCC)[C@H](CO)c1[nH]c3cc(OC)ccc3c12 | 31 | x | x
COC(=O)c1cn(CC(=O)N2CCOCC2)nn1 | x | x | -9
CCC(=O)Nc1ccc2c(c1)C(=O)N(C)C[C@H](OC)[C@H](C)CN(C(=O)C1CC1)[C@@H](C)CO2 | x | -0.1 | x
CNC[C@@H]1Oc2ccc(NC(=O)Cc3cn(C)c4ccccc34)cc2C(=O)N([C@@H](C)CO)C[C@@H]1C | x | -1.5 | x
C=CC[C@]1(C(=O)NCc2ccccc2)COC(c2ccc(OCCCO)cc2)=N1 | x | x | 12

# High-throughput results: PubChem BioAssay, Broad Institute
